Source: PubChem (National Center for Advancing Translational Sciences (NCATS))
Giardia FBPA inh = inhibitors of Giardia lamblia fructose-1,6-bisphosphate aldolase; purified Giardia FBPA; 290,000 compounds, 0.71% hits; A8B2U2; Potency, µM (series often up to 59.6 µM), inactives show at the highest dose activity, negative = inhibition, hits mostly inhibitors; also: potency is read from the fitted curve at half-maximal effect; nearly all actives have a fitted effect of over 55% in size
Target sequence (A8B2U2 whole entry, looked up): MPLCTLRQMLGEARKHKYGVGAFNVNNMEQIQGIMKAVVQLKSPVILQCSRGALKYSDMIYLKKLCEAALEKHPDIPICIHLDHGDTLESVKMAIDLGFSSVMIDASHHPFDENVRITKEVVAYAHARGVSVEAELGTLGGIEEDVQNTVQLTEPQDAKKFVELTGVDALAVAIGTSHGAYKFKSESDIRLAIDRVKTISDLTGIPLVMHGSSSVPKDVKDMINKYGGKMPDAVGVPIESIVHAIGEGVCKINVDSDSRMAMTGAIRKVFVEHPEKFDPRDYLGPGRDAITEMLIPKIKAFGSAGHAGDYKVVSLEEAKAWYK
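40 nM FBPA preincubated 10 min at RT with compound (up to 57.5 uM final), then substrate plus GAPDH/TPI/NAD/arsenate coupling and diaphorase/resazurin added. Fluorescence read after 20 min at RT, 525/598 nm.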
AMA1-RON2 inh = disrupts binding of P. falciparum AMA1 to RON2. 360,000 compounds, 0.2% hits. Potency, µM (highest dose often 58.2 µM), for the others: at the highest dose activity change, negative = inhibition, hits mostly inhibitors. AlphaScreen AMA1-biotinylated RON2 peptide binding;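 also: potency is read from the fitted curve at half-maximal effect; 0% = vehicle wells and -100% = peptide control; nearly all actives have a fitted effect of over 45% in size; some results filed as inactive show a strong effect at the top dose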
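AMA1 (3D7) with his tag at 25 nM final met compounds first, then biotinylated RON2 peptide at 25 nM; detection used donor plus acceptor beads, 10 µg/mL apiece, read by AlphaScreen after 30 min at room temperature.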
Sm TGR inh = S. mansoni TGR enzyme inhibition | Q962Y6 | purified TGR, DTNB reduction, TNB absorbance 405 nm | Potency, µM (titrated, usually from 114 µM), without a hit: at the top dose activity change, negative = inhibition, actives largely listed as inhibitors | 360,000 compounds, 3% hits; also: potency is read from the fitted curve at half-maximal effect; nearly all actives have a fitted effect of over 60% in size
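TGR 20 nM + NADPH 100 uM (dispensed conc.), cpd preinc 15 min RT; start with NADPH (500 uM addition) then DTNB (15 mM addition). Kinetic TNB absorbance, 405 nm filter. Four-parameter Hill fit across titration.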
HCMV antiviral = blocks human cytomegalovirus replication; HFF cells, HCMV-luciferase reporter, 72 h; stronger effect = lower value; activity change, negative = inhibition, % at 57.5 µM; 410,000 compounds, 4.5% hits; in the data active = activity change below about -60%; inconclusive = no clear call, values can overlap the other calls; inactive = above about -39%
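Two compound doses tested in HFFs infected with HCMV-luciferase, MOI 1 PFU/cell, 72 h at 37C. Lysate luminescence read with OneGlo; data normalized against buffer-only and 10uM Salinomycin inhibitor controls.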
HCV inhibitor = blocks hepatitis C virus; Huh7.5.1 HCVcc-Cre infection, luciferase reporter, 44 h; Potency, µM (titrated, usually from 41.8 µM), for the others: at the highest dose activity change, negative = inhibition, most hits filed as inhibitors; 340,000 compounds, 3.4% hits; also: potency is read from the fitted curve at half-maximal effect
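Whole-lifecycle infectious HCVcc-Cre system; cells 1,000/well, compound then virus (~0.5 moi) added 4 h after plating, 44 h culture. Luciferase read 15 sec following 15 min substrate incubation, room temp.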
AmpC detergent = AmpC beta-lactamase inhibition with detergent present | AmpC hydrolysis of nitrocefin, absorbance 480 nm, 0.01% Triton | P00811 | Potency, µM (top dose mostly 114 µM), for inactives: top-dose activity change, negative = inhibition, most hits filed as inhibitors | 370,000 compounds, 0.041% hits | AID 485294;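 also: potency is read from the fitted curve at half-maximal effect; 0% = no-compound wells and -100% = no-enzyme wells; nearly all actives have a fitted effect of over 25% in size; some results filed as inactive show a strong effect at the top dose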
Target sequence (P00811 whole entry, looked up): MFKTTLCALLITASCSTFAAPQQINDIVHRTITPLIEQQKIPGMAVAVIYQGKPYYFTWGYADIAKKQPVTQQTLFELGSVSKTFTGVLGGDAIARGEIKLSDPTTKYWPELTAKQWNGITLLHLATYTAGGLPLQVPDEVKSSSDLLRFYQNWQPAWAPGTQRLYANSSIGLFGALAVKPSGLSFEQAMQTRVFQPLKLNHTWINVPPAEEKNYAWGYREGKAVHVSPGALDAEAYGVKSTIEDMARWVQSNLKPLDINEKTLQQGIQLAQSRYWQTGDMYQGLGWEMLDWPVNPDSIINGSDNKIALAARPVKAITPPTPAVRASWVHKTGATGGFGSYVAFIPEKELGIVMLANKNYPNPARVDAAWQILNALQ
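20 mM phosphate pH 7.0 + 0.01% (detergent screen) or 0.0001% Triton X-100; 5.3 nM AmpC reagent; cpd preinc 15 min RT; nitrocefin (800 uM stock) to start; A480 q20 s × 4 min; Activity was normalised to no-enzyme and no-compound control wells.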
* hit, by the source's call; ? = inconclusive; . = no result given; [ ] = another dose, or the depositor's remark. Unless noted, calls follow the shape of the dose curve; as a rule, active = well fitted curve in the direction sought with a large enough effect; inconclusive = small, poorly fitted or top-dose-only effect, or another doubt; inactive = no such curve, though single readings can be large; an effect the other way counts as inactive or inconclusive. Unless noted, % is scaled to controls: 0 for no effect and ±100 for the full control effect. An unsorted share of the library. Share with any hit: about 9.3%.

SMILES	Giardia FBPA inh	AMA1-RON2 inh	Sm TGR inh	HCMV antiviral	HCV inhibitor	AmpC detergent
COC(=O)CC1C(=O)NCCN1C(=O)CSc1nc2ccccc2c(=O)n1CC(C)C (stereo not given)	-2%	15%	3%	-12	9%	-8%
O=C(O)c1cc(N/N=C2/CC(c3ccccc3)Oc3ccccc32)ccc1Cl (stereo not given)	0%	-6%	?	-13	-2%	2%
CC1(NC(=O)Cn2cc(C(F)(F)F)ccc2=O)CCS(=O)(=O)C1 (stereo not given)	.	-3%[11.6 µM]	-6%	-20	-5%	-10%
Cc1cc(C)n(-c2nc(SCC(=O)O)c3c4c(sc3n2)CCCC4)n1	4%	.	-6%	.	.	-3%
O=C(NCCc1csc(-c2ccccc2)n1)c1c(F)cccc1F	-14%	2%	20%	-28	?	3%
Cc1ccc(N/N=C/c2c(O)n(-c3ccccc3)c(=O)[nH]c2=O)cc1	-18%	30%[activator]	18µM*	35	-2%	-4%
Cc1ccc(CSc2nc3ccccc3c(=O)n2CCCC(=O)NCc2ccco2)cc1	2%	19%	4%	-32	-28%	-11%
Cc1ccc(OCCCC(=O)Nc2nccs2)cc1	3%	-14%	4%	13	1%	-8%
Cc1nc2nc(SCC(=O)c3ccccc3)[nH]c2cc1Br	-7%	65%[activator]	1%	22	-10%	-8%
Cn1ncc(N=Cc2ccccc2O)c1C(=O)N1CCOCC1	1%	52%[activator]	2%	1	27%	-11%
CC(=O)c1ccc(NC(=S)Nc2ccc(N3CCOCC3)cc2)cc1	-11%	11%	45µM*	-28	5%	4%
Cc1ncc(CN2CCCC(C(=O)c3cccc(OC(C)C)c3)C2)s1 (stereo not given)	2%	-8%	2%	-69*	?	7%
COn1c(-c2ccc(Cl)cc2Cl)nc2ncccc21	1%	-14%	-3%	-64*	-12%	?
CCCCN(C)CCCNC(=O)c1ccc2c(c1)N(CC)C(=O)c1ccccc1S2=O (stereo not given)	3%	8%	-16%	-5	-14%	1%
CC(C)(C)N(NC(=O)OCc1ccccc1)C(=O)c1ccccc1Cl	4%	-2%	2%	-31	25%	-11%
COc1ccc(NC(=O)c2cc(-c3ccccc3O)no2)cc1	.	.	-5%	18	.	4%
Cn1c(-c2sc(=S)n(-c3ccccc3)c2N)nc2ccccc21	-4%	20%	-15%	76	2%	5%
O=C(CCNC(=O)c1ccccc1)Nc1ccc(Cl)c(S(=O)(=O)N2CCCCC2)c1	.	0%	.	-33	?	.
O=C(N/N=C/c1ccccn1)c1cc(-c2ccc(Cl)s2)[nH]n1	0%	7%	-8%	-38	2%	-9%
Cc1ccc(C(C(=O)NCc2ccco2)N(Cc2ccco2)C(=O)CNC(=O)c2ccco2)cc1 (stereo not given)	-3%	-10%	45µM*	-25	19%	2%
O=C(O)COc1ccc(=O)n(-c2ccccc2)n1	5%	0%	2%	28	17%	2%
CCOC(=O)c1sc(=S)n(CC)c1NC(=O)c1ccccc1	2%	-5%	1%	42	-5%	-1%
O=C(O)Cc1coc2cc3c(cc12)CCC3	7%	4%	-8%	30	-7%	-13%
CCN(C(=O)CSc1nnc(-c2ccco2)n1Cc1ccccc1)C1CCS(=O)(=O)C1 (stereo not given)	.	23%	?	?	-11%	2%
CC(=O)Nc1ccc(Cc2nc3c([nH]2)c(=O)n(C)c(=O)n3C)cc1	?	.	-12%	.	.	-4%
The list continues.
SMILES	Giardia FBPA inh	AMA1-RON2 inh	Sm TGR inh	HCMV antiviral	HCV inhibitor	AmpC detergent
COc1ccccc1N1C(=O)C(Cl)=C(Nc2ccccc2O)C1=O	-21%	8%	8.9µM*	-24	-4%	4%
O=C(CN1CCN(c2ccc(F)cc2)CC1)Nc1ccccc1	8%	-1%	2%	-17	5%	-12%
COc1ccc(CCN2CNc3c(c(=O)n(C)c(=O)n3C)C2)cc1	-1%	-6%	89µM*	-15	12%	-19%
Cc1nn(-c2ccccc2Cl)c(Cl)c1/C=N/Nc1nc2ccccc2s1	1%	3%	-1%	-94*	1%	?
CC(NC(=O)c1ccc(OC2CCN(Cc3ccccn3)CC2)cc1)c1ccccc1 (stereo not given)	6%	16%	?	?	-5%	-15%
Cc1c2cnn(CC(=O)Nc3cccc(C(F)(F)F)c3)c(=O)c2c(C)n1Cc1ccccc1F	0%	-9%	-1%	55	-18%	-12%
COc1ccc(CC(=O)OCC(=O)c2ccc(OC)c(OC)c2)cc1	.	2%	8%	5	27%	5%
CCOC(=O)Cn1c(S(=O)(=O)Cc2cccc(F)c2)nc(-c2ccccc2)c1-c1ccccc1	9%	-6%	-9%	?	?	-10%
Cc1ccc(C)c(-n2c(SCC(=O)NCC3CCCO3)nnc2-c2ccoc2C)c1 (stereo not given)	-1%	7%	?	.	-4%	-14%
Cc1ccc(Nc2nc(N)nc(CC#N)n2)cc1	2%	33%[activator]	17%	70	-1%	1%
CCN(CC)C(=O)C1CCCN(C/C(C)=C/c2ccccc2)C1 (stereo not given)	-12%	-6%	0%	-24	19%	-8%
O=C(/C=C/c1ccccc1)NC(=S)NNC(=O)c1cnccn1	?	-34%	2%	-98*	?	5%
Cc1cc(=O)oc2c3c(cc(OCC(=O)N[C@@H](CC(C)C)C(=O)O)c12)OC(C)(C)CC3	-1%	7%	7%	10	13%	-1%
CCOC(=O)c1c(S(=O)(=O)N2CCC(C(=O)N3CCN(c4ccccc4F)CC3)CC2)c(C)n(C)c1C	.	.	-1%	-9	.	-6%
CC(C)OC(=O)CC(=O)CSc1nc2c(cc1C#N)CCCCC2	-2%	87%[activator]	-6%	105	19%	1%
COCCn1c(SCC(=O)c2ccc(F)cc2)nnc1C(C)C	-21%	0%	?	-8	-3%	-3%
Cc1cc(NC(=O)COC(=O)CCCOc2ccc(Cl)cc2C)no1	2%	6%	-8%[11.4 µM]	74	18%	-12%
O=C(NC1CCCC1)C1CCC(=O)N1C1CCCCC1 (stereo not given)	4%	-6%	-2%	6	20%	-5%
COc1ccc(N2C(=O)C(CC(N)=O)N(NC(=O)CCc3ccccc3)C2=O)cc1 (stereo not given)	4%	20%	5%	-12	-12%	?
O=C(N/N=C/c1ccc(O)c2ccccc12)c1cccnc1	-2%	50%[activator]	-24%	-32	0%	-6%
Clc1cccc(OCCCn2ccnc2)c1	-4%	2%	-11%	-33	7%	?
CC(C)N(C(=O)c1ccc2nc(-c3ccccc3)c(-c3ccccc3)nc2c1)C(C)C	1%	6%[2.32 µM]	7%	2	?	3%
O=S(=O)(c1ccc2c(c1)CCN2)N1CCOCC1	.	-6%	-9%	5	4%	1%
C=C1CC2C3CC[C@@]4(OCOC45COCO5)[C@@]3(C)C(O)CC2[C@@]2(C)CCC(=O)C=C12 (stereo not given in full)	-8%	8%	-4%	20	?	1%
Cc1nn(Cc2ccc(Cl)cc2Cl)c(Cl)c1C(=O)O	?	0%	33%	-16	41%[activator]	-1%
Following part
SMILES	Giardia FBPA inh	AMA1-RON2 inh	Sm TGR inh	HCMV antiviral	HCV inhibitor	AmpC detergent
NC(=O)CN1N=C(c2cc(Cl)sc2Cl)CSC1=O	2%	0%	-24%	-13	-5%	-1%
O=C(Nc1ccc(Cl)cn1)c1cccc2c(Br)cccc12	2%	11%	-13%	56	?	-9%
COc1cccc(C(=O)NCC2(c3ccccc3)CCCC2)c1	-5%	2%	7%	1	-7%	-4%
O=C(CNC(=O)c1ccccc1F)NCCOc1cccc(Cl)c1Cl	1%	-19%	-5%	-9	0%	-1%
N#Cc1c(SCC(N)=O)nc2c(c1-c1ccc(O)cc1)CCCC2	2%	-8%	-9%	27	?	0%
Cc1ccc(C)c(OCCn2c(-c3ccc(Cl)cc3)nc3ccccc3c2=O)c1C	.	.	4%	37	.	14%
O=C(COC(=O)c1nc(-c2ccccc2)n(-c2cccc(C(F)(F)F)c2)n1)NCc1cccs1	0%	-19%	4%	-27	22%	-15%
C#CCNC(=O)C1=C[C@@H](C)C[C@@H](OCc2ccc(CO)cc2)O1	1%	0%	0%	31	14%	7%
CCOc1ccc(NC(=O)CN2CCc3cc4c(cc3C2)OCCCO4)cc1OCC	.	-5%	6%	-27	-10%	1%
CN(CCOc1ccc(Cl)cc1)C(=O)CN1C(=O)NC2(CCCCC2)C1=O	.	0%	-2%	41	-1%	-1%

Molecules shown so far containing an aryl thioether with sulfur outside any ring, in the order listed:
SMILES	Giardia FBPA inh	AMA1-RON2 inh	Sm TGR inh	HCMV antiviral	HCV inhibitor	AmpC detergent
COC(=O)CC1C(=O)NCCN1C(=O)CSc1nc2ccccc2c(=O)n1CC(C)C (stereo not given)	-2%	15%	3%	-12	9%	-8%
Cc1cc(C)n(-c2nc(SCC(=O)O)c3c4c(sc3n2)CCCC4)n1	4%	.	-6%	.	.	-3%
Cc1ccc(CSc2nc3ccccc3c(=O)n2CCCC(=O)NCc2ccco2)cc1	2%	19%	4%	-32	-28%	-11%
Cc1nc2nc(SCC(=O)c3ccccc3)[nH]c2cc1Br	-7%	65%[activator]	1%	22	-10%	-8%
CCN(C(=O)CSc1nnc(-c2ccco2)n1Cc1ccccc1)C1CCS(=O)(=O)C1 (stereo not given)	.	23%	?	?	-11%	2%
Cc1ccc(C)c(-n2c(SCC(=O)NCC3CCCO3)nnc2-c2ccoc2C)c1 (stereo not given)	-1%	7%	?	.	-4%	-14%
CC(C)OC(=O)CC(=O)CSc1nc2c(cc1C#N)CCCCC2	-2%	87%[activator]	-6%	105	19%	1%
COCCn1c(SCC(=O)c2ccc(F)cc2)nnc1C(C)C	-21%	0%	?	-8	-3%	-3%
N#Cc1c(SCC(N)=O)nc2c(c1-c1ccc(O)cc1)CCCC2	2%	-8%	-9%	27	?	0%

One compound at a time, as listed above. Order of values: Giardia FBPA inh	AMA1-RON2 inh	Sm TGR inh	HCMV antiviral	HCV inhibitor	AmpC detergent
NC(=O)CN1N=C(c2cc(Cl)sc2Cl)CSC1=O is listed with 2%	0%	-24%	-13	-5%	-1%
CCOc1ccc(NC(=O)CN2CCc3cc4c(cc3C2)OCCCO4)cc1OCC is listed with .	-5%	6%	-27	-10%	1%
CN(CCOc1ccc(Cl)cc1)C(=O)CN1C(=O)NC2(CCCCC2)C1=O is listed with .	0%	-2%	41	-1%	-1%
